Compound activity as filed in PubChem.
FEN1 inhibitor – blocks human flap endonuclease 1; P39748; Recombinant FEN1 flap cleavage, fluorescence, 15 min; Potency, µM (highest dose often 114 µM), inactives show at the highest dose activity change, negative = inhibition, usual class: inhibitors; 0.35% of 390,000 active; further: nearly all actives have a fitted effect of over 65% in size
Target sequence (P39748 whole entry, looked up): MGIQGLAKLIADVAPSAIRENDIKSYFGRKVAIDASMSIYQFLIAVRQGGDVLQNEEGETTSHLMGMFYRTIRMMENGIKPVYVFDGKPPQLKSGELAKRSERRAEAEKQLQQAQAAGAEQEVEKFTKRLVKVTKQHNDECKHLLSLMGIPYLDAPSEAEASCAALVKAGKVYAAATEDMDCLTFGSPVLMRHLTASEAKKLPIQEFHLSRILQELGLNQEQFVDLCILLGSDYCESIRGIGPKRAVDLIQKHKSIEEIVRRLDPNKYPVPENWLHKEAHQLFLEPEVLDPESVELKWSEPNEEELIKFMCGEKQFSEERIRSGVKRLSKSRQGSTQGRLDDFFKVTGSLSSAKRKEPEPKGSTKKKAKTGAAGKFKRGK
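Enzyme 10 nM, 15 min RT preincubation with compound; start with substrate 50 nM final; reads at 0 and 15 min; qHTS titration, four-parameter Hill fit.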
N370S GC mod – inhibits or activates N370S mutant glucocerebrosidase; N370S GC spleen homogenate, 4MU-glucoside fluorescence; Potency, µM (top dose mostly 59.4 µM), without a hit: top-dose activity change, negative = inhibition, most hits filed as inhibitors; 0.092% of 330,000 active; AID 2101;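 further: 0% = full enzyme activity and -100% = no enzyme basal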
TDP1 block – blocks human tyrosyl-DNA phosphodiesterase 1; Q9NUW8; 0.28% of 350,000 active; recombinant TDP1, AlphaScreen DNA substrate cleavage; Potency, µM (titrated, usually from 130 µM), for the others: at the highest dose activity change, negative = inhibition, hits mostly inhibitors; AID 485290; further: nearly all actives have a fitted effect of over 40% in size
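Compounds were preincubated with Tdp1 (1 nM final) for 15 min at room temperature before substrate (15 nM final) started a 5 min reaction; beads (10 ug/ml final) were then added for 10 min before AlphaScreen detection.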
Active calls of the source: *; ? = inconclusive; . = no result given; & = joins results of further samples; [ ] = dose if it differs, or a comment. The call rests on the fitted dose curve; in most records, active means well fitted curve in the direction sought with a large enough effect; inconclusive means small, poorly fitted or top-dose-only effect, or another doubt; inactive means no such curve, though single readings can be large; an effect the other way counts as inactive or inconclusive. Unless noted, on the % scale 0 is the no-effect control and ±100 the full control effect; potency means the concentration at half of the fitted maximal effect.

SMILES | FEN1 inhibitor | N370S GC mod | TDP1 block
Cc1nc(N2CCN(c3ccccn3)CC2)c2c(C)c(C(=O)Nc3ccc(F)c(Cl)c3)sc2n1 | -20% | -5% | 2%
COc1cccc(CN2CCN(C(=O)c3cccc4ccccc34)CC2)c1OC | -11% | 2% | 2%
O=C(CC1N=C2c3ccccc3N=C(SCc3ccccc3Cl)N2C1=O)NCc1ccco1 (stereo not drawn) | -12% | 10% | 3%
CC(C)Oc1ccc(OCCSc2nc3ccccc3n2CC(=O)O)cc1 | 25% | -3% | .
CC(=NCC1CCNCC1)C1=C(O)CC(C)(C)CC1=O | -8% | -15% | 1%
CCCCn1nc(C(=O)N2CCc3ccccc32)c2ccccc2c1=O | 2% | 17% | 1%
CCOC(=O)c1cccc(NC(=O)/C(=C\c2ccccc2)NC(=O)c2ccccc2Cl)c1 | -10% | -17% | -5%
CCCN1C2CCCC1CC(NC(=S)Nc1cccc(C)c1)C2 (stereo not drawn) | -12% | 26% | -4%
CCc1nc2ccc(C(=O)N3CCN(c4cccc(C)c4C)CC3)cc2nc1CC | 1%&-18% | 0% | 6%&-2%
CCOC(=O)c1nn(-c2ccc(F)cc2)c2nc(Nc3ccccc3)cc(=O)n12 | -3% | 6% | 3%
O=c1oc(-c2ccccc2F)nc2c1cnn2-c1ccccc1 | 1% | 10% | 1%
COc1ccccc1NC(=O)c1cc[n+]([O-])cc1 | 21% | -5% | .
COc1ccc(-c2cc(=O)[nH]c(=S)[nH]2)cc1 | -7% | -9% | -3%
Cc1c(C(=O)Nc2cccc([N+](=O)[O-])c2)cnn1-c1ccccc1 | -11% | 4% | .
O=C(O)Cn1nnc(COc2ccccc2)n1 | -9% | -6% | 2%
CCOC(=O)N1CCN(C(=O)c2cnn3c(C)c(Cc4ccc(C)cc4)c(C)nc23)CC1 | -2% | 4% | 7%
CCn1c(O)c2ccc(C(=O)N=NC(=O)c3cccnc3)cc2c1O | -16% | 0% | 3%
O=C(O)COc1c(-c2ccco2)oc2ccccc2c1=O | 3% | 5% | 1%
CC(C)CN(CCNC(=O)CN1C(=O)CSc2ccc(S(=O)(=O)N3CCOCC3)cc21)CC(C)C | -16%&17% | -18% | 1%&-3%
CC(Sc1ccc(Cl)cc1)C(=O)NCC1CCCO1 (stereo not drawn) | 12% | 3% | 5%

3 compounds picked at random from those above:
SMILES | FEN1 inhibitor | N370S GC mod | TDP1 block
COc1ccc(-c2cc(=O)[nH]c(=S)[nH]2)cc1 | -7% | -9% | -3%
COc1ccccc1NC(=O)c1cc[n+]([O-])cc1 | 21% | -5% | .
CCn1c(O)c2ccc(C(=O)N=NC(=O)c3cccnc3)cc2c1O | -16% | 0% | 3%

(list continues)
SMILES | FEN1 inhibitor | N370S GC mod | TDP1 block
Cc1cccc(/C(N)=N/OC(=O)CCC2CCCCC2)c1 | 7% | 9% | -1%
COc1ccc(N2C(=O)CCC(C(=O)N3CCN(c4ccccn4)CC3)C2c2ccc(F)cc2)cc1 (stereo not drawn) | 3% | -6% | 6%
O=C(CCCN1C(=O)/C(=C/c2cccs2)SC1=S)NNC(=O)c1cccnc1 | 12% | -6% | .
C#CCOCCOCCOCCNc1nc(N2CCN(C(=O)Cn3cc(CCCN=C(N)N)nn3)CC2)nc(N2CCN(C(=O)[C@H]([C@@H](C)CC)n3cc(CCCCN)nn3)CC2)n1 | -4% | -1% | 2%
S=c1[nH]nc(Cc2n[nH]c(=S)n2-c2ccccc2)n1-c1ccccc1 | -4% | -15% | .
N#CC(C#N)=C(Nc1ccc(F)cc1)SCc1cccc(Br)c1 | ? | ? | 3%
CC(NC(=S)Nc1ccc(Cl)cc1Cl)C(c1cccs1)N1CCCC1 (stereo not drawn) | -14% | -9% | 6%
O=C(O)c1cc([N+](=O)[O-])c(NCCC2=CCCCC2)c([N+](=O)[O-])c1 | 9% | 12% | -4%
CCCCn1nc2cc(C(=O)NCCc3cccs3)ccc2c1OCC | -4% | 7% | -3%
COc1ccc2c(c1)CCc1c(C(=O)N3CCc4ccccc4C3)noc1-2 | -2% | 10% | -3%
CN(C(=O)COC(=O)c1cn(-c2ccccc2)nc1-c1ccccc1)C1CCS(=O)(=O)C1 (stereo not drawn) | 10% | -4% | -3%
CC(C)CN(C(=O)CCc1ccccc1)c1c(N)n(CC(C)C)c(=O)[nH]c1=O | 2% | 4% | 0%
O=C1CN(C(=O)COC(=O)CCSc2ccccc2Cl)c2ccccc2N1 | -10% | 11% | -5%
COc1cccc(/C=C2/SC(=S)N(CC(=O)NC3C=CS(=O)(=O)C3)C2=O)c1 (stereo not drawn) | 15% | -14% | 1%
CCC(Sc1nc2ccccc2s1)C(=O)Nc1cc(C)on1 (stereo not drawn) | -14% | 10% | -3%
Cc1ccc(/C=N/Nc2ncc(Cl)cc2Cl)s1 | -2% | -1% | 6%
COc1cccc(-c2cn3ncsc3n2)c1 | 10% | . | 2%
OCc1cn(-c2ccccc2)nc1-c1ccco1 | -6% | -1% | 1%
COc1ccc(NC(=O)CN(C)S(=O)(=O)c2ccccc2)cc1 | 7% | -2% | 7%
COc1ccc(/C=C/c2n[nH]c(=O)c(C#N)c2C)cc1 | 8% | -3% | -3%

Whole records, looked up by structure:
Shown for S=c1[nH]nc(Cc2n[nH]c(=S)n2-c2ccccc2)n1-c1ccccc1 = FEN1 inhibitor: -4%; N370S GC mod: -15%; TDP1 block: .
Shown for COc1ccc(/C=C/c2n[nH]c(=O)c(C#N)c2C)cc1 = FEN1 inhibitor: 8%; N370S GC mod: -3%; TDP1 block: -3%

(continued)
SMILES | FEN1 inhibitor | N370S GC mod | TDP1 block
COc1ccc(C(=O)CC(=O)c2c(O)cc(OC)cc2OC)cc1 | . | 17%[12.8 µM] | 7%[21 µM]
O=C(NN1CCOCC1)c1ccc(F)cc1 | 2% | -4% | 2%[56.1 µM]
CC(C)(C)C(=O)[C@H]1[C@H](c2ccccc2)[C@@]2(N=C(c3ccccc3)OC2=O)C2c3ccccc3C=NN21 (stereo partly drawn) | 6% | -4%[12.8 µM] | 2%
Cc1cccc2c1OCC/C2=N\NC(=O)COc1ccccc1 | 5% | -1% | 4%
Cc1nnc(SCC(=O)NCc2ccc(F)cc2)[nH]c1=O | -1% | -3% | -5%
CCOc1ccc(NC(=O)CN(C)c2ccc(S(=O)(=O)N(C(C)C)C(C)C)cn2)cc1OCC | -12% | 22% | 7%
O=C(Nc1ccc(N2CCN(c3ccc(O)cc3)CC2)cc1)Oc1ccccc1 | -1% | 1% | 1%
O=C(O)CCC(=O)NNC(=O)c1cccs1 | 0% | 9% | 7%
CS(=O)(=O)N1CCC(c2noc(-c3ccc(C(F)(F)F)cc3)n2)CC1 | 0% | -7% | 8%
CCOc1ccc2nc(SCC(=O)N(C)C)[nH]c2c1 | 3% | -5% | -5%
CCc1ccc(OCC(=O)NNC(=O)Cc2ccc(S(=O)(=O)N3CCOCC3)s2)cc1 | -10% | 1% | 0%
O=C(CCCOc1ccc(Cl)cc1Cl)N1CCN(c2ccccn2)CC1 | -24% | 1% | -6%
Cn1c2[n+](c3ccc(Cl)cc3c1=O)Cc1ccccc1-2 | -1% | 2% | 6%
O=C1C=CN(Cc2ccccc2)C(c2ccccc2)C1 (stereo not drawn) | -18% | . | 1%
CCn1cc(C(=O)N2CCN(c3ccc(OC)cc3)CC2)c2cc(OC)c(OC)cc2c1=O | -4%&10% | -1% | -2%&6%
CCN1CCN(c2ccc(Cl)cc2NC(=O)c2ccc(-n3nc(C)cc3C)cc2)CC1 | -1% | . | 2%
O=C(NCCO)/C(=C\c1cccs1)NC(=O)c1cccs1 | -2% | 8% | 0%
CC(=O)Oc1ccc(N2C(=O)[C@@H]3[C@H](C2=O)[C@H]2c4ccccc4C=NN2[C@@H]3C(C)=O)cc1 | 2% | -15% | 9%
COc1ccc(S(=O)(=O)NC2CCCCCC2)cc1C(N)=O | -1% | -1% | 0%
O=C(Cn1ccccc1=O)NCc1ccc(F)cc1 | -8% | -10% | 8%
CCOC(=O)COC(=O)c1ccc(O)cc1 | -1% | 5% | 3%
Cc1ccc(NC(=O)c2cc(=O)c3ccccc3o2)cc1 | 16% | 22% | -6%
Nc1n[nH]c(-c2ccc(F)cc2)n1 | -8% | 10% | 6%
CCC(C)C(NC(=O)c1ccccc1NC(=O)c1ccco1)C(=O)NNC(=O)c1ccc(OC)cc1 (stereo not drawn) | -1% | -2% | 5%
Cc1ccc(C(=O)N/C(=C\c2ccco2)C(=O)NC2CCS(=O)(=O)C2)cc1 (stereo not drawn) | -6% | -3% | 3%
Cc1c(N)cccc1Cl | 5% | -3%&-4% | 0%&14%
CCOC(=O)c1ccc(NC(=O)C(=O)NCc2ccc(/C=C(/C#N)C(=O)NCCOC)o2)cc1 | 7% | -2% | 5%
Cc1ccc(S(=O)(=O)O/N=C2/CCCc3occc32)cc1 | -1% | 2% | -10%
O=c1[nH]c2cccnc2n1Cc1ccco1 | 2% | 9% | 7%
CCC(C)N(C(=O)COC(=O)c1ccccc1SCC(=O)N1CCCC1)C1CCS(=O)(=O)C1 (stereo not drawn) | 4% | -12% | 0%
CCOC(=O)c1ccc(NC(=O)CCc2nc(-c3ccccc3Cl)no2)cc1 | -21% | 5% | 1%
O=C(COc1ccc(Br)cc1F)NC1CCN(Cc2ccccc2)CC1 | -1% | -12% | 6%
CCn1c(SCC(=O)Nc2nnc(C)s2)nnc1C(C)NC(=O)c1ccccc1 (stereo not drawn) | -2% | -6% | 5%
CN(C)S(=O)(=O)Oc1cccc(C(=O)Nc2ccc(Cl)c(Cl)c2)c1 | -9% | 15% | 2%
COc1ccc(C(=O)N2CCC(c3ccncc3)CC2)cc1OC | -5% | . | 1%
COCC(=O)Nc1nnc(CCc2ccccc2)s1 | -2% | 10% | 4%
O=C(O)c1c2c(nc3ccccc13)/C(=C/c1ccccc1[N+](=O)[O-])CCC2 | -6% | 0% | 3%
Cc1ccccc1Nc1c(-c2ccccc2)nc2ncccn12 | 10% | -12% | .
COc1cccc(C(c2sc3nc(-c4ccco4)nn3c2O)N2CCN(c3ccccc3F)CC2)c1 (stereo not drawn) | -6% | . | 10%
CCOc1ncccc1C(=O)NCCCSc1ccccc1 | -11% | -6% | .

Ordered by the number under TDP1 block (falling): 3 from the list above
SMILES | FEN1 inhibitor | N370S GC mod | TDP1 block
O=c1[nH]c2cccnc2n1Cc1ccco1 | 2% | 9% | 7%
CCOC(=O)c1ccc(NC(=O)CCc2nc(-c3ccccc3Cl)no2)cc1 | -21% | 5% | 1%
CCC(C)N(C(=O)COC(=O)c1ccccc1SCC(=O)N1CCCC1)C1CCS(=O)(=O)C1 (stereo not drawn) | 4% | -12% | 0%

Limited to FEN1 inhibitor (7 entries from above):
SMILES	FEN1 inhibitor
O=C(O)c1c2c(nc3ccccc13)/C(=C/c1ccccc1[N+](=O)[O-])CCC2	-6%
Nc1n[nH]c(-c2ccc(F)cc2)n1	-8%
CCOc1ncccc1C(=O)NCCCSc1ccccc1	-11%
COc1ccc(C(=O)N2CCC(c3ccncc3)CC2)cc1OC	-5%
Cc1ccc(NC(=O)c2cc(=O)c3ccccc3o2)cc1	16%
CCOC(=O)c1ccc(NC(=O)CCc2nc(-c3ccccc3Cl)no2)cc1	-21%
CCn1c(SCC(=O)Nc2nnc(C)s2)nnc1C(C)NC(=O)c1ccccc1 (stereo not drawn)	-2%
